DAX1 inh-1 – DAX1 (NR0B1) inhibitors on StAR promoter, primary screen, cell-based, luminescence, SF-1 (NR5A1), full-length DAX-1 | HEK293T StAR-luciferase reporter, SF-1/DAX-1 repression relief | 370,000 compounds, 1.1% hits | inhibition, % at 6.8 µM | AID 652010, 2013;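 active means inhibition above the mean over all tested compounds plus 3 SD, cut at about 3.6% in these data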;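 further: 0% = DAX-1 cells with DMSO and 100% = cells lacking DAX-1 with DMSO; higher inhibition means more luminescence from relief of DAX-1 repression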
GC-B act – human GC-B receptor activators, primary screen, HEK293 GC-B cells, cGMP TR-FRET, EC30 CNP; activation, % at 10 µM; 0% at EC30 CNP, 100% saturating CNP; 370,000 compounds, 0.11% hits; Atrial natriuretic peptide receptor 2 (Homo sapiens), P20594;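 active means activation at 10 µM reaching about 35% in either raw or pattern-adjusted values, limit read from the data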
NPR1 activator – GC-A stimulated cGMP production enhancers – HEK293 GC-A cells, cGMP TR-FRET, EC30 ANP, primary screen. 0% at EC30 ANP, 100% saturating ANP. Atrial natriuretic peptide receptor 1 (Homo sapiens), P16066. 370,000 compounds, 0.14% hits. activation, % at 10 µM; in the data active means activation above about 40%
hgDAF12 agonist – H. glycines DAF-12 receptor agonists, primary screen, cell-based, luminescence, HEK293, GAL4 fusion, UAS-luciferase; HEK293 GAL4-hgDAF12 UAS-luciferase reporter, agonist luminescence; normalized to butyrate control; activation, % at 6.8 µM; 370,000 compounds, 1.8% hits;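 active means activation above a cutoff set at the mean of all screened compounds plus 3 SD, cut at about 10% in these data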;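 further: 0% = DMSO wells and 100% = sodium butyrate wells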
sPLA2-III inh – human group III sPLA2 inhibitors, primary screen, biochemical, QFRET, BODIPY PC-A2 liposome substrate; QFRET BODIPY PC-A2 liposome hydrolysis, fluorescence; inhibition, % at 12.2 µM; 370,000 compounds, 0.56% hits; AID 743126, 2013;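 active means inhibition above mean plus 3 SD of compounds lying within the high and low control bounds, cut at about 19% in these data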;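 further: 0% = median of test compound wells and 100% = no enzyme DMSO wells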
SMARCA2 act – SMARCA2 (BRM) function activators, primary screen, cell-based, luminescence, high throughput. MG213 cells, MMTV-luciferase reporter, dexamethasone, overnight. activation, % at 9.1 µM. 370,000 compounds, 1% hits. AID 652017, 2013; in the data active means activation above about 7.8%;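 further: 0% = vehicle wells and 100% = reference activator wells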
ssDAF-12 act – S. stercoralis DAF-12 nuclear receptor activators, primary screen, cell-based, luminescence, HEK293, GRIP1 co-expression, lit1-tk-luc; AID 652126, 2013; activation, % at 6.8 µM; 370,000 compounds, 1% hits; HEK293 ssDAF-12/GRIP1 lit1-tk-luc reporter; % of 3 µM dafachronic acid response;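 active means activation above the mean over all tested compounds plus 3 SD, cut at about 0.9% in these data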;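 further: 0% = DMSO-only wells and 100% = 3 µM delta7-dafachronic acid wells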
DAX1 inh-2 – DAX1 (NR0B1) inhibitors, primary screen, cell-based, HEK293, Gal4-DAX1, luciferase luminescence; Nuclear receptor subfamily 0 group B member 1 (Homo sapiens), P51843; HEK293 Gal4-DAX1 luciferase reporter; inhibition, % at 6.75 µM; 340,000 compounds, 0.99% hits; AID 504766, 2011;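 active means inhibition above the mean over all tested compounds plus 3 SD, cut at about 4.2% in these data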;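 further: 0% = DAX1-transfected cells with DMSO and 100% = empty-vector control cells with DMSO; inhibition shows as a rise in luminescence from relieved DAX1 repression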
Target sequence (P51843 207-470 limits assumed): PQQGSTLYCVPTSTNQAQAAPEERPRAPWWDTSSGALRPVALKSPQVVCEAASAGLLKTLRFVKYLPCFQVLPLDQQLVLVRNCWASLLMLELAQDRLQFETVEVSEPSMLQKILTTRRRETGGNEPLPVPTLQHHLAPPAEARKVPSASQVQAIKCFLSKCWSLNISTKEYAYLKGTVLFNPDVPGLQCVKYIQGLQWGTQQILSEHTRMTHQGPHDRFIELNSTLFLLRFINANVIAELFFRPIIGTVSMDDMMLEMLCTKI
FXN GAA850 act – FXN promoter activators, primary screen, cell-based, luciferase luminescence, HEK293 lucGAA850. HEK293 lucGAA850 FXN promoter luciferase reporter, 24 h; percent of 10 µM SAHA response. 360,000 compounds, 0.56% hits. AID 540364, 2011. activation, % at 6 µM;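 active means activation above the average of all compounds screened plus 3 SD, cutoff fixed separately per campaign, cut at about 7.5% in these data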;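 further: 0% = DMSO wells and 100% = 10 µM SAHA wells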
hcDAF12 agonist – H. contortus DAF-12 nuclear receptor activators, primary screen, cell-based, luminescence, HEK293, lit1-tk-luc reporter. HEK293 hcDAF-12 lit1-tk-luc reporter; 0% DMSO, 100% Δ7-dafachronic acid. activation, % at 6.8 µM. 370,000 compounds, 1.4% hits. AID 652067, 2013;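 active means activation above the mean of all tested compounds plus 3 SD, cut at about 5.5% in these data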;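 further: 100% = response to 3 µM Δ7-dafachronic acid high control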
ADAM10 inh – human ADAM10 inhibitors, primary screen, biochemical, QFRET, HTS; 370,000 compounds, 0.62% hits; AID 720582, 2013; inhibition, % at 7 µM; recombinant ADAM10, EDANS/DABCYL FRET peptide cleavage, 3 h;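 active means inhibition above a per-campaign cutoff equal to the mean of compounds falling between control-based bounds plus 3 SD, cut at about 20% in these data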;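 further: 0% = DMSO wells while the 100% control is not disclosed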
Target sequence (O14672 214-748 limits assumed): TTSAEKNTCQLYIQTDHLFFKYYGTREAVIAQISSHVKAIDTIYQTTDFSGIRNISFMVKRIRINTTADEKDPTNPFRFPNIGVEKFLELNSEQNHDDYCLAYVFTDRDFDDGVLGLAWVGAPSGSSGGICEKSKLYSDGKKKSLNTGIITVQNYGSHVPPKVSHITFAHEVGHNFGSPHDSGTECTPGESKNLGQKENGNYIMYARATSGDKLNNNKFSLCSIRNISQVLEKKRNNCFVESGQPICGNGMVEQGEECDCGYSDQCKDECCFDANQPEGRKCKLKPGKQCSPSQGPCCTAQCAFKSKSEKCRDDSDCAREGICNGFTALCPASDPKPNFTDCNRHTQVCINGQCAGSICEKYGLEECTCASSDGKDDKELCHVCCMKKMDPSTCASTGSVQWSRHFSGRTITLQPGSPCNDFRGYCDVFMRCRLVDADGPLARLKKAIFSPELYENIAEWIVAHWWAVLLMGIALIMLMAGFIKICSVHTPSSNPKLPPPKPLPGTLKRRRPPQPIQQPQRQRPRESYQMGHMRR
Starred values were filed as active, the others as inactive.

What do the screens show for `Cc1ccc(Nc2ncccc2C(=O)NCc2cccs2)c(C)c1`?
DAX1 inh-1: -0.2; GC-B act: -10.2; NPR1 activator: 4.0; hgDAF12 agonist: -2.5; sPLA2-III inh: -3.5; SMARCA2 act: -1.1; ssDAF-12 act: 0.3; DAX1 inh-2: -0.8; FXN GAA850 act: 0.6; hcDAF12 agonist: 0.9; ADAM10 inh: 9.6

How did Cc1nc2cc(NC(=O)Nc3cccc([N+](=O)[O-])c3)ccc2n1C do in these assays?
DAX1 inh-1: 2.5; GC-B act: 3.0; NPR1 activator: 8.3; hgDAF12 agonist: 11.2*; sPLA2-III inh: -0.5; SMARCA2 act: 5.3; ssDAF-12 act: -0.7; DAX1 inh-2: 3.8; FXN GAA850 act: 4.8; hcDAF12 agonist: 2.2; ADAM10 inh: 0.5

What do the screens show for `CC1CCCCC12NC(=O)N(CC(=O)N1CCN(C(=O)c3ccco3)CC1)C2=O` (stereo unspecified)?
DAX1 inh-1: -0.7; GC-B act: 5.5; NPR1 activator: 2.4; hgDAF12 agonist: 0.8; sPLA2-III inh: 13.7; SMARCA2 act: 0.0; ssDAF-12 act: -0.8; DAX1 inh-2: -0.6; FXN GAA850 act: 0.5; hcDAF12 agonist: -0.2; ADAM10 inh: -11.5

What do the screens show for `CC1(C(=O)NCCCNc2ncc(C(F)(F)F)cc2Cl)C=CCN1C(=O)c1ccccc1` (stereo unspecified)?
DAX1 inh-1: -0.2; GC-B act: 0.2; NPR1 activator: -4.0; hgDAF12 agonist: 1.8; sPLA2-III inh: 2.3; SMARCA2 act: 2.7; ssDAF-12 act: -0.8; DAX1 inh-2: -0.8; FXN GAA850 act: -0.1; hcDAF12 agonist: -2.1; ADAM10 inh: 4.3

How did CC1(c2cccc(Br)c2)NC(=O)N(CC(=O)N2CCN(C(=O)c3ccco3)CC2)C1=O (stereo unspecified) do in these assays?
DAX1 inh-1: -0.5; GC-B act: 1.8; NPR1 activator: -1.3; hgDAF12 agonist: -3.4; sPLA2-III inh: -1.0; SMARCA2 act: -2.9; ssDAF-12 act: -1.4; DAX1 inh-2: 0.4; FXN GAA850 act: 1.0; hcDAF12 agonist: -0.5; ADAM10 inh: -8.5

Results for CCN(CC)S(=O)(=O)c1ccc(N(C)Cc2cccnc2)nc1 ?
DAX1 inh-1: 0.2; GC-B act: -0.1; NPR1 activator: -1.7; hgDAF12 agonist: -2.2; sPLA2-III inh: 8.3; SMARCA2 act: -0.9; ssDAF-12 act: -1.2; DAX1 inh-2: 0.2; FXN GAA850 act: -1.6; hcDAF12 agonist: -0.9; ADAM10 inh: 6.5

Results for Cc1ccc(-c2nn3cnnc3c3ccccc23)cc1C ?
DAX1 inh-1: -1.0; GC-B act: 2.7; NPR1 activator: 9.0; hgDAF12 agonist: -8.8; sPLA2-III inh: 1.3; SMARCA2 act: -3.9; ssDAF-12 act: -1.1; DAX1 inh-2: 0.3; FXN GAA850 act: 3.8; hcDAF12 agonist: -2.3; ADAM10 inh: -8.1

How did Cc1ccsc1C(=O)OCC(=O)NC1CCCCC1C (stereo unspecified) do in these assays?
DAX1 inh-1: -1.1; GC-B act: -2.7; NPR1 activator: -2.4; hgDAF12 agonist: 2.6; sPLA2-III inh: 0.2; SMARCA2 act: 2.3; ssDAF-12 act: -0.9; DAX1 inh-2: -0.3; FXN GAA850 act: 1.4; hcDAF12 agonist: 0.1; ADAM10 inh: -6.5

What do the screens show for `COc1ccccc1CN1CCN(Cc2nc(Cc3ccccc3)no2)CC1`?
DAX1 inh-1: -0.2; GC-B act: 6.7; NPR1 activator: -2.9; hgDAF12 agonist: 0.8; sPLA2-III inh: -5.7; SMARCA2 act: 0.3; ssDAF-12 act: -1.4; DAX1 inh-2: -0.8; FXN GAA850 act: 1.2; hcDAF12 agonist: -2.3; ADAM10 inh: -2.1

How did COC(=O)Nc1nnc(/C=C/c2ccc(OC)cc2)s1 do in these assays?
DAX1 inh-1: 1.1; GC-B act: -3.0; NPR1 activator: -3.1; hgDAF12 agonist: 8.3; sPLA2-III inh: -5.2; SMARCA2 act: 4.1; ssDAF-12 act: -0.5; DAX1 inh-2: 2.2; FXN GAA850 act: 4.8; hcDAF12 agonist: 3.2; ADAM10 inh: -157.9

Results for Cc1cccc(-c2cccc3c4c([nH]c23)[C@@H]2C[C@H](N(C)C(=O)c3ccco3)[C@H]([C@H](C)O)C(=O)N2CC4)c1 ?
DAX1 inh-1: -1.5; GC-B act: 2.2; NPR1 activator: -1.5; hgDAF12 agonist: 0.4; sPLA2-III inh: -41.8; SMARCA2 act: -5.9; ssDAF-12 act: -2.1; hcDAF12 agonist: -2.6; ADAM10 inh: -31.1

Results for Cc1oc(/N=C/c2ccc(Cl)cc2Cl)c(C#N)c1C ?
DAX1 inh-1: -0.6; GC-B act: 3.8; NPR1 activator: 8.3; hgDAF12 agonist: -1.4; sPLA2-III inh: -7.5; SMARCA2 act: 2.5; ssDAF-12 act: -1.1; DAX1 inh-2: -0.3; FXN GAA850 act: 0.6; hcDAF12 agonist: -0.9; ADAM10 inh: -2.5

What do the screens show for `CCOc1ccc(CC(=O)Nc2ccc(NC(=O)c3ccco3)cc2)cc1OCC`?
DAX1 inh-1: -3.0; GC-B act: -1.0; NPR1 activator: 2.0; hgDAF12 agonist: -0.6; sPLA2-III inh: -2.4; SMARCA2 act: 1.9; ssDAF-12 act: -1.9; DAX1 inh-2: -2.5; FXN GAA850 act: 4.3; hcDAF12 agonist: -2.5; ADAM10 inh: -2.0

How did C=CCNCC(=O)Nc1sc2c(c1C(=O)Nc1ccc(OC)cc1OC)CCC2 do in these assays?
DAX1 inh-1: -0.6; GC-B act: 0.9; NPR1 activator: -0.3; hgDAF12 agonist: -0.2; sPLA2-III inh: -0.4; SMARCA2 act: -0.3; ssDAF-12 act: -1.6; DAX1 inh-2: -0.8; FXN GAA850 act: -0.5; hcDAF12 agonist: -1.5; ADAM10 inh: 5.5

Results for Cc1nnc(SCc2ccccc2)nc1-c1ccccc1 ?
DAX1 inh-1: 1.2; GC-B act: -1.7; NPR1 activator: 0.9; hgDAF12 agonist: 6.3; sPLA2-III inh: 6.0; SMARCA2 act: 3.3; ssDAF-12 act: -0.7; DAX1 inh-2: 0.6; FXN GAA850 act: 3.9; hcDAF12 agonist: -0.5; ADAM10 inh: 2.3

Results for COCC(=O)N(C)C[C@H]1Oc2cc(Br)ccc2S(=O)(=O)N([C@H](C)CO)C[C@H]1C ?
DAX1 inh-1: -0.9; GC-B act: 0.0; NPR1 activator: -3.7; hgDAF12 agonist: 0.6; sPLA2-III inh: 8.7; SMARCA2 act: -1.6; ssDAF-12 act: -0.9; DAX1 inh-2: 1.8; FXN GAA850 act: 0.7; hcDAF12 agonist: -1.6; ADAM10 inh: -10.0

What do the screens show for `COc1ccc2oc(C(=O)OCC(=O)NC3CC3)c(C)c2c1`?
DAX1 inh-1: 1.1; GC-B act: -0.3; NPR1 activator: 2.9; hgDAF12 agonist: 2.0; sPLA2-III inh: -0.9; SMARCA2 act: -0.5; ssDAF-12 act: -0.6; DAX1 inh-2: -0.1; FXN GAA850 act: 1.1; hcDAF12 agonist: -0.1; ADAM10 inh: -300.7

How did C1CCC(n2nnnc2CN2CCCC2)CC1 do in these assays?
DAX1 inh-1: -0.4; GC-B act: 0.2; NPR1 activator: 1.4; hgDAF12 agonist: -1.0; sPLA2-III inh: -0.2; SMARCA2 act: -0.9; ssDAF-12 act: -0.1; DAX1 inh-2: 0.4; FXN GAA850 act: -2.4; hcDAF12 agonist: -0.3; ADAM10 inh: 0.1

What do the screens show for `CC(C)c1ccc(CN2CCN(C(=O)CCl)CC2)cc1`?
DAX1 inh-1: -1.6; GC-B act: 1.3; NPR1 activator: 6.6; hgDAF12 agonist: 2.0; sPLA2-III inh: -1.3; SMARCA2 act: -11.4; ssDAF-12 act: -1.9; DAX1 inh-2: -0.8; FXN GAA850 act: -10.2; hcDAF12 agonist: 0.9; ADAM10 inh: 1.8

Results for O=C(COC(=O)CNS(=O)(=O)c1ccc(F)c(F)c1F)NC1CCCC1 ?
DAX1 inh-1: 0.7; GC-B act: 0.9; NPR1 activator: -3.2; hgDAF12 agonist: 0.6; sPLA2-III inh: 4.4; SMARCA2 act: -2.0; ssDAF-12 act: -1.0; DAX1 inh-2: -1.2; FXN GAA850 act: 1.4; hcDAF12 agonist: 0.5; ADAM10 inh: -1.7

How did O=C(Cn1cnc2ccccc2c1=O)c1c[nH]c2ccccc12 do in these assays?
DAX1 inh-1: -0.2; GC-B act: 1.9; NPR1 activator: 0.1; hgDAF12 agonist: 0.9; sPLA2-III inh: -5.5; SMARCA2 act: 1.8; ssDAF-12 act: 0.5; DAX1 inh-2: 0.5; FXN GAA850 act: -0.5; hcDAF12 agonist: 0.7; ADAM10 inh: -5.9

How did O=C(COC(=O)c1ccc(F)cc1)NC1CC1 do in these assays?
DAX1 inh-1: 1.0; GC-B act: 0.9; NPR1 activator: 0.7; hgDAF12 agonist: 3.5; sPLA2-III inh: 0.9; SMARCA2 act: -0.5; ssDAF-12 act: 0.2; DAX1 inh-2: 0.9; FXN GAA850 act: 1.1; hcDAF12 agonist: 0.2; ADAM10 inh: -0.4

How did Cc1ccc(Cn2c(=O)n(CCC(=O)NCc3ccc4c(c3)OCO4)c(=O)c3ccccc32)cc1 do in these assays?
DAX1 inh-1: -0.1; GC-B act: 3.7; NPR1 activator: -2.0; hgDAF12 agonist: -0.3; sPLA2-III inh: -2.5; SMARCA2 act: -1.9; ssDAF-12 act: -0.7; DAX1 inh-2: 1.7; FXN GAA850 act: 1.5; hcDAF12 agonist: -0.6; ADAM10 inh: 2.0

What do the screens show for `COc1ccc(OC)c(-n2c(N)c(C(=O)NCC3CCCO3)c3nc4ccccc4nc32)c1` (stereo unspecified)?
DAX1 inh-1: -1.4; GC-B act: 18.1; NPR1 activator: 39.8; hgDAF12 agonist: -2.7; sPLA2-III inh: -14.3; SMARCA2 act: 0.0; ssDAF-12 act: -1.6; DAX1 inh-2: -0.8; FXN GAA850 act: -1.6; hcDAF12 agonist: -1.9; ADAM10 inh: -120.1

What do the screens show for `Fc1ccc(CSc2nnc(-c3cccnc3)o2)cc1`?
DAX1 inh-1: -0.6; GC-B act: -1.9; NPR1 activator: 3.8; hgDAF12 agonist: 5.0; sPLA2-III inh: 3.3; SMARCA2 act: 0.1; ssDAF-12 act: -1.6; DAX1 inh-2: 0.7; FXN GAA850 act: 0.7; hcDAF12 agonist: -1.0; ADAM10 inh: -4.8

Source: PubChem BioAssay (several laboratories)
